# Screening data from PubChem.
# tim10-1 inh = growth inhibitors of tim10-1 mutant yeast. S. cerevisiae tim10-1 ts strain growth, BacTiter-Glo, 24 h. inhibition, % at 20 µM. hit rate 2.2% among 330,000;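 active = inhibition of at least 40%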;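 also: mutant grown at 25 °C; 0% = DMSO wells with yeast and 100% = wells holding no yeast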
# beta cell repl = MIN6 beta-cell proliferation induction. MIN6 cells proliferation, ATPlite luminescence, 48 h; cells starved in 0.2% serum; 100% = growth in 10% serum. proliferation, % at 10 µM. hit rate 0.29% among 330,000;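 active = compounds whose signal lies at least 3.5 SD above the mean of all wells on their plate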;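 also: 0% = DMSO-treated cells in low-serum medium and 100% = 10% serum control; some compounds called inactive have numbers as strong as hits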
# APJ agonist = APJ receptor agonism; P35414; activation, % at 20 µM; AID 2520; CHO-K1 APJ PathHunter beta-arrestin, luminescence; 0% DMSO wells, 100% apelin; hit rate 0.11% among 330,000;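 active = activation more than six SD over the plate average, tested at 20 µM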;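 also: 0% = DMSO alone and 100% = apelin-13 at 10 nM; some results filed as inactive read as strong as hits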
# Target sequence (P35414 whole entry, looked up): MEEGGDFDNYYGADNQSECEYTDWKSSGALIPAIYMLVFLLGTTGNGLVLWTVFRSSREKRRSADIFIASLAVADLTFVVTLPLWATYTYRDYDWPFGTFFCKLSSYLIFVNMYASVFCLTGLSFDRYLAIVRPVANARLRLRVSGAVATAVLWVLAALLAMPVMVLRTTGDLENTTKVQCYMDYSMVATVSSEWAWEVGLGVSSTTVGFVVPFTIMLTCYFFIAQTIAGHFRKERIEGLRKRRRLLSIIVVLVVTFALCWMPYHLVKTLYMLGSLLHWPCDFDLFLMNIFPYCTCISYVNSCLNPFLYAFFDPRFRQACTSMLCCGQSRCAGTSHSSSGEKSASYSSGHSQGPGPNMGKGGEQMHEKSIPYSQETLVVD
#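 Assay system: engineered CHO-K1 APJ arrestin reporter cells; Amount: 1000 CHO-K1 reporter cells seeded per well; Dosing: one dose, 20 µM compound, 1% DMSO; Times: compound stimulation 90 min at 25 °C, detection 60 min; Measured by: luminescent beta-gal fragment complementation, chemiluminescent substrate; Read-out: APJ–arrestin association signal; Controls: DMSO vs Apelin-13 10 nM.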
# TIM10 inh = TIM10 yeast growth inhibition; AID 463195; inhibition, % at 10 µM; S. cerevisiae TIM10 strain growth, BacTiter-Glo luminescence, 24 h; hit rate 1.4% among 330,000;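 active = inhibition of 40% or more at the single tested concentration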;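 also: wild-type TIM10 isogenic control strain grown at permissive 25 °C; 0% = DMSO yeast wells and 100% = minimal medium wells without yeast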
# NALP3 yeast inh = inhibitors of NALP3 inflammasome in yeast; inhibition, % at 10 µM; Yeast reconstituted NLRP3/ASC/caspase-1, beta-gal luminescence, 24 h; hit rate 0.39% among 330,000; AID 2825;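 active = inhibition of 50% or more; inactive = inhibition below 50%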;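 also: plate controls were induced DMSO wells for no effect and uninduced yeast grown without galactose for full effect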
# MPTP inh = permeability transition pore inhibition | AID 602449 | hit rate 1.4% among 360,000 | inhibition, % at 10 µM | isolated mouse mitochondria, Ca2+ swelling absorbance, 30 min;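 active = inhibition of 50% or more, scaled per plate between neutral and stimulator controls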;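 also: 0% = DMSO wells given calcium and 100% = 1 mM EGTA wells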
# NR3A LBD binder = modulates the human NR3A ligand-binding domain | hit rate 2.5% among 340,000 | Tm shift relative to glycine control, % at 25 µM | NR3A LBD differential scanning fluorimetry, Tm shift; 0% = protein alone, 100% = glycine-bound protein;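 active = melting temperature shift of at least 10% of the positive control shift, at one fixed dose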
# APJ antag = blocks the human apelin receptor APJ; AID 2521; inhibition, % at 20 µM; hit rate 0.32% among 330,000; CHO-K1 APJ beta-arrestin complementation, luminescence;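 active = inhibition above about 40% at 20 µM, limit read from the data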;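 also: cells challenged with 10 nM apelin-13 agonist together with compound; plate controls were apelin-13 plus DMSO wells for no effect and DMSO wells lacking apelin-13 for full effect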
# tim23-1 inh = inhibits growth of tim23-1 mutant yeast; S. cerevisiae tim23-1 growth, BacTiter-Glo luminescence, 24 h; inhibition, % at 20 µM; hit rate 1.3% among 330,000; AID 463212;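 active = growth inhibition of the mutant yeast at or above 50%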;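 also: temperature-sensitive mutant grown at 25 °C; plate controls were DMSO-treated mutant yeast for no effect and medium wells lacking yeast for full effect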
# * = called active by the depositor.
SMILES,tim10-1 inh,beta cell repl,APJ agonist,TIM10 inh,NALP3 yeast inh,MPTP inh,NR3A LBD binder,APJ antag,tim23-1 inh
CCCn1c(C)cc(C(=O)COc2ncnc3sccc23)c1C,22,-4,-4,35,33,15,1,11,21
O=C(N/N=C\C=C\c1ccc2c(c1)OCO2)c1ccc(F)cc1,-11,-4,0,3,-1,0.8,-1,-2,8
CCCCOc1ccc(N(CC(=O)NCC2CCCO2)C(=O)CCC(=O)Nc2nccs2)cc1 (stereo not given),3,-2,-1,11,11,-1.8,-4,-1,-6
Cc1ccc(-c2ccccc2[C@@H]2C[C@H]3CN(C)C(=O)[C@]34CCCN24)o1,10,0,-2,3,22,-0.3,1,-10,9
COc1ccc(OC)c(S(=O)(=O)N(C)CC(=O)Nc2ccccc2OC)c1,14,3,-4,21,1,-1.8,1,-6,4
C/C(=N/OCO/N=C(\C)c1ccc(F)cc1F)c1ccc(F)cc1F,12,0,-2,2,5,5.1,-1,-36,-2
CC(C)(C)C(=O)NCCCNc1ccc([N+](=O)[O-])cc1,-5,3,-1,-21,5,1.8,-1,5,-2
FC(F)(F)c1nc(N2CCCC2)ncc1-c1nnnn1-c1ccccc1,38,-4,6,36,2,73*,0,-15,32
COc1ccc(CN(CC(=O)NCCC(C)C)C(=O)CCC(=O)Nc2nccs2)cc1,22,-3,-2,2,11,-1.2,0,1,9
CC1=CC(C)(C)NC(=S)N1c1ccccc1,13,0,1,13,0,0.9,0,12,18
Fc1cccc(NC(=S)N2CCn3cccc3C2c2cccnc2)c1 (stereo not given),26,-3,0,-2,-6,0.1,3,2,10
CN1N=C2c3ccccc3CCC2C1c1ccc(F)cc1 (stereo not given),2,1,-3,-1,9,-0.6,8,17,8
COc1ccc(OC)c(NC(=O)c2ccc3c(c2)C(=O)N(CC2CCCO2)C3=O)c1 (stereo not given),-9,-1,-4,6,-4,-0.7,-3,20,2
CCOc1ncccc1C(=O)N1CCCSC1=Nc1ccc(C(C)=O)cc1,4,2,-3,7,34,0.7,-2,9,17
O=C(Nc1ccccn1)NC1CCS(=O)(=O)C1 (stereo not given),4,-1,-4,-8,7,0.7,-3,5,12
N#Cc1ccc(Cl)cc1NC(=O)COC(=O)c1ccc(S(=O)(=O)N2CCCC2)cc1,12,-1,3,3,3,0.8,2,0,-1
O=C(Nc1c2c(nn1-c1ccc(Cl)cc1)CS(=O)(=O)C2)c1ccc2c(c1)OCO2,19,5,-4,0,21,-0.8,0,-21,10
CC(=O)NCCC(=O)Nc1ccc(F)cc1C,2,-2,1,-1,2,-0.2,0,20,14
CN(c1ccccc1C(=O)Nc1ccc2c(c1)n(C)c(=O)n2C)S(C)(=O)=O,6,-2,2,-1,11,0.1,0,19,9
CCc1ccccc1NC(=O)Cc1cn(C)c2ccccc12,25,0,-2,19,20,2.9,-1,-2,4
Cc1csc(SCC(=O)NCCc2ccc(Cl)cc2Cl)n1,15,-1,0,-1,1,1.0,-3,5,23
COc1ccc(CNC(=O)C2CCN(S(C)(=O)=O)CC2)cc1,-5,0,-1,2,-14,-0.2,0,-10,-4
CCc1c(O)nc(SCC(=O)Nc2ccc(Br)cc2)n(-c2ccc(C)cc2)c1=O,10,-4,5,10,8,-0.5,-6,8,13
CN(C)S(=O)(=O)c1ccc(C(=O)OCC(=O)NC(=O)NCc2ccccc2)cc1,12,2,-1,-10,12,0.1,2,7,-1
O=C(CSc1c(Cl)cccc1Cl)N1CCC(c2nc3ccccc3s2)CC1,33,-5,1,23,23,7.9,-2,-22,48
O=[N+]([O-])c1ccc(S(=O)(=O)NCC2COc3ccccc3O2)cc1 (stereo not given),31,0,7,26,-4,2.1,0,-34,37
CN(C(=O)c1cc2c(=O)n3ccccc3nc2n1C)C1CCCCC1,26,-4,13,-2,-1,1.1,5,4,14
COC(=O)NNC(=O)COc1ccc(Br)c(C)c1,11,-1,-2,6,3,0.7,-1,0,7
Cc1ccc(CNC(=O)c2nnn(-c3cccc(C)c3)c2N)cc1,2,0,-1,-9,35,-1.4,5,-1,15
Cn1ccnc1Sc1ccc(C=O)cc1[N+](=O)[O-],-1,-4,4,26,5,0.0,1,-6,9
O=C(CCNC(=O)c1ccc([N+](=O)[O-])cc1)Nc1ccc(N2CCOCC2)cc1N1CCOCC1,-2,5,2,-3,24,-0.2,-2,-26,24
CCOc1ccccc1OCC(=O)Nc1cc(S(=O)(=O)N2CCCCC2)ccc1OC,23,-3,8,25,-11,-1.7,6,-1,35
COc1ccccc1CC(=O)N1CCN(c2ccc(F)cc2)CC1,-1,0,-1,-8,13,3.1,0,0,15
COc1ccc(C(CCNC(C)c2ccccc2)C(C)C)cc1 (stereo not given),17,-6,-2,10,22,12,2,-3,9
O=C(Nc1nnc(SCc2ccccc2Cl)s1)c1cccc([N+](=O)[O-])c1,14,-5,0,7,20,96*,-15,1,8
COc1ccc([N+](=O)[O-])cc1NS(=O)(=O)c1ccc(C)cc1,-1,3,-4,20,19,-0.5,-25,11,35
Fc1ccc(-c2n[nH]c(=S)n2/N=C/c2c[nH]c3ccccc23)cc1,9,-3,-1,0,16,3.1,-6,1,11
CCN(CC)CCC(=O)N1c2ccccc2Sc2ccc(Cl)cc21,22,-8,-4,17,10,28,-3,5,13
COc1ccc2c(=O)c(-c3ccc(OC)c(OC)c3)coc2c1,28,0,-2,8,21,1.7,-2,10,10
Cc1c(C(=O)N/N=C/c2ccc(O)cc2)sc(=S)n1C,9,0,1,3,7,0.5,-11,-78,6
CC(C)c1ccc(NC(=O)C2CC(=O)Nc3nc4ccccc4n32)cc1 (stereo not given),3,0,-2,-12,6,0.7,2,-9,1
CCOC(=O)c1c(N)nn(C(=O)C(C)(C)C)c1-c1ccccc1,19,-5,-1,-13,8,1.2,1,14,3
CCOc1ccc(NC(=O)CSc2nnc(-c3ccoc3C)n2CC2CCCO2)cc1 (stereo not given),34,0,1,5,3,-4.0,2,-5,14
O=C(CSCc1ccccc1Cl)NN1C(=O)c2ccccc2C1=O,20,0,-2,6,2,-0.8,-32,15,27
Brc1ccc(Nc2ncnc3[nH]ncc23)cc1,29,0,7,30,2,2.1,26*,-36,38
CC1CCCC(C)N1/N=C/c1ccc(Cl)cc1 (stereo not given),6,1,-3,5,12,-2.4,1,12,6
O=C(O)CCc1n[nH]c(=S)[nH]c1=O,5,-4,-1,1,20,0.0,0,-10,11
O=S(=O)(NC1CCCC1)c1ccc(-n2cnnn2)cc1,-2,-1,-2,-21,8,-0.8,-1,-4,5
O=C(O)c1cccc2c1C(=O)c1ccccc1C2=O,20,1,-2,-6,1,-0.8,0,-3,29
O=C(CSc1nnnn1-c1ccc(F)cc1)NNC(=O)c1ccco1,11,-1,-1,1,-4,1.2,-1,-6,5
COc1cccc(CNC(=O)CC(NC(C)=O)c2ccccc2)c1 (stereo not given),9,-3,-4,17,8,-1.6,0,-5,11
CC[C@]12c3[nH]c4ccccc4c3CCN1C(=O)C(CC(=O)NCCCOC)C[C@@H]2C(=O)N1CCN(C(=O)C2CC2)CC1 (stereo not given in full),1,-1,-2,10,8,-1.3,-2,-3,3
S=c1[nH]nc(-c2ccc(Br)cc2)n1Cc1ccco1,19,-2,-3,19,27,0.4,-4,6,35
CCN(c1ccc(NS(=O)(=O)c2cc(Cl)ccc2Cl)cc1)C(C)C,26,0,3,36,-8,1.7,-8,-26,43
COc1ccc(CNC(=O)c2cc(=O)c3ccc(C)c(C)c3o2)cc1,36,0,-2,1,23,-0.6,2,26,29
Cc1ccc(C(=O)CNc2ccc(C)cc2C)cc1,9,-2,-9,0,16,-0.2,1,11,7
O=C(Nn1cnc2ccccc2c1=O)c1ccc(Br)cc1,5,-4,-3,7,0,0.4,-1,13,26
CCOc1ccccc1Oc1ccc(C(F)(F)F)cn1,0,1,-1,0,3,-1.0,0,13,2
COCCNC(=O)CN(c1ccc(OC)c(OC)c1)S(=O)(=O)c1ccc(C)cc1,-5,-1,-4,-12,15,-3.4,14*,11,6
COc1ccc(OC)c(NC(=O)c2cc(S(=O)(=O)NCc3ccco3)ccc2F)c1,40,-1,-3,38,3,0.5,-5,3,27

# Later entries
SMILES,tim10-1 inh,beta cell repl,APJ agonist,TIM10 inh,NALP3 yeast inh,MPTP inh,NR3A LBD binder,APJ antag,tim23-1 inh
COc1ccc(CCNC(=O)COC(=O)c2cnc(Cl)c(Cl)c2)cc1,13,-3,1,11,16,1.0,1,-16,11
NC(=NC(=O)c1ccc(Cl)cc1)N1N=CCC1c1ccccc1 (stereo not given),18,-1,-4,20,6,-4.8,-21,-36,32
CN1CC(c2ccc(Cl)c(Cl)c2)[C@@]2(COc3ccccc3C2=O)[C@@]12C(=O)Nc1ccccc12 (stereo not given in full),11,-5,0,-13,-9,22,-8,24,14
O=C(CN1CCN(Cc2ccccc2)CC1)N/N=C/c1cccnc1,-16,2,4,13,13,1.7,0,17,-8
COc1cc(C)nc(NCc2ccccc2)n1,16,6,1,9,-2,2.1,-1,17,6
COc1ccc(C)cc1NC(=O)c1ccc(OC(F)F)cc1,24,-4,-1,9,14,3.3,-3,4,19
Cc1ccc2nc(SCC(=O)NCc3ccc(S(N)(=O)=O)cc3)[nH]c2c1,-14,-3,-2,2,3,2.1,0,1,-4
CN(C)CCN1C(=O)C2C(C(=O)Nc3cc(Cl)cc(Cl)c3)C3C=CC2(O3)C1C(=O)NC1CCCCC1 (stereo not given),12,0,1,-7,27,-0.9,-2,23,18
Cc1nc2nc(C)n(-c3ccccc3)c2s1,27,-1,-2,5,30,-0.8,0,2,4
COc1cccc(OC)c1C(=O)Nc1ccc2c3c(cccc13)CC2,37,-1,-2,27,20,-3.4,-1,5,43
O=C(O)CN1C(=O)/C(=C\c2cn(CC(=O)N3CCOCC3)c3ccccc23)SC1=S,20,-3,-2,4,28,0.0,3,21,17
Cc1ccc(/C=N\NC(=O)Cc2cccn2C)o1,0,-2,-3,-14,7,-0.4,-1,0,3

# Reprinted at random: 5 compounds from above
SMILES,tim10-1 inh,beta cell repl,APJ agonist,TIM10 inh,NALP3 yeast inh,MPTP inh,NR3A LBD binder,APJ antag,tim23-1 inh
Cc1ccc(C(=O)CNc2ccc(C)cc2C)cc1,9,-2,-9,0,16,-0.2,1,11,7
CC1=CC(C)(C)NC(=S)N1c1ccccc1,13,0,1,13,0,0.9,0,12,18
CCN(c1ccc(NS(=O)(=O)c2cc(Cl)ccc2Cl)cc1)C(C)C,26,0,3,36,-8,1.7,-8,-26,43
CN1CC(c2ccc(Cl)c(Cl)c2)[C@@]2(COc3ccccc3C2=O)[C@@]12C(=O)Nc1ccccc12 (stereo not given in full),11,-5,0,-13,-9,22,-8,24,14
COc1ccccc1CC(=O)N1CCN(c2ccc(F)cc2)CC1,-1,0,-1,-8,13,3.1,0,0,15

# (next part)
SMILES,tim10-1 inh,beta cell repl,APJ agonist,TIM10 inh,NALP3 yeast inh,MPTP inh,NR3A LBD binder,APJ antag,tim23-1 inh
CCCC(=O)Nc1cc2c(cc1C(C)=O)OCCO2,8,-2,-1,-6,-14,-0.8,-1,-10,8
COCCCNC(=O)Cn1nnc(-c2ccc(NC(=O)c3ccccc3F)cc2)n1,3,-2,-3,-5,4,0.3,8,13,3
Cc1cccc(CS(=O)(=O)c2cn(CC(=O)N3CCOCC3)c3ccccc23)c1,3,2,3,3,15,-1.0,-3,10,-10
CC(C)CCNC(=O)CCCOc1ccccc1,-5,0,-3,-7,2,1.3,-2,12,9
Cc1ccc(S(=O)(=O)N2CCN(C(=O)COC(=O)c3cc([N+](=O)[O-])ccc3NCCO)CC2)c(C)c1,-7,-3,-2,12,20,-1.3,-7,-3,4
